From PubChem
HT1080-NT tox – qHTS for induction of synthetic lethality in tumor cells producing 2HG: qHTS for the HT-1080-NT fibrosarcoma cell line | HT-1080-NT fibrosarcoma viability, CellTiter-Glo ATP luminescence, 48 h | Potency, µM (titrated, usually from 46.1 µM), inactives show top-dose activity, negative = less viability, hits mostly cytotoxic | 1.6% of 360,000 active;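 note: NT is the 2HG producing partner of a matched IDH1 knockdown line; potency is the fitted concentration of half-maximal effect; 0% = DMSO-treated cells and -100% = media-only wells without cells; nearly all actives have a fitted effect of over 55% in size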
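Read-out is CellTiter-Glo luminescence after 10 minutes at room temperature, following 48 hours' compound treatment of HT-1080-NT cells (750 cells/well, RPMI, 5% FBS, 37 degrees C).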
DRD3 agonist – qHTS of D3 Dopamine Receptor Agonist: qHTS | D(3) dopamine receptor (Homo sapiens), P35462 | D3R DiscoveRx beta-arrestin cells, luminescence, 90 min | 0.58% of 410,000 active | max activation, %; in the data active = max activation above about 30%; note: 0% is about no effect; mostly tested at two doses, the higher about 12 µM
Target sequence (P35462 whole entry, looked up): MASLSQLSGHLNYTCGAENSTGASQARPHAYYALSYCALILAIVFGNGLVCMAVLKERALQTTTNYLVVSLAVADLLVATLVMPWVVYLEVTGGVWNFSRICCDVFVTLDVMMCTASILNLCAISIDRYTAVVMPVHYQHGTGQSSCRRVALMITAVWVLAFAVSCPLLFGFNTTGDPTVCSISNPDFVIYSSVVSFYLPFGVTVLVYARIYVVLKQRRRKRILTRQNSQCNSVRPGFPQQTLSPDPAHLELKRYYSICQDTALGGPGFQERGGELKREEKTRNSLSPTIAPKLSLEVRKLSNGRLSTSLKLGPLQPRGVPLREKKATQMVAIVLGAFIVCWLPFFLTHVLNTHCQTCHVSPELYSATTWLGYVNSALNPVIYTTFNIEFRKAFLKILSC
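Agonist mode: compounds and dopamine controls were applied to plated cells for 90 min at 37 degrees C after an overnight attachment at 1500 cells/well. Luminescent read-out followed 30 - 60 minutes at room temperature with DiscoveRx detection reagent.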
GLP-1R agonist – qHTS of GLP-1 Receptor Agonists; HEK293 GLP-1R CRE-luciferase, luminescence, 4-6 h; cells express a hypersensitive GLP-1R form; Potency, µM (doses to about 45.6 µM), for inactives: top-dose activation, usual class: activators; AID 624172, 2012; 0.007% of 380,000 active; note: potency is the fitted concentration of half-maximal effect; % of control where 0% means no effect
Target sequence (P43220 whole entry, looked up): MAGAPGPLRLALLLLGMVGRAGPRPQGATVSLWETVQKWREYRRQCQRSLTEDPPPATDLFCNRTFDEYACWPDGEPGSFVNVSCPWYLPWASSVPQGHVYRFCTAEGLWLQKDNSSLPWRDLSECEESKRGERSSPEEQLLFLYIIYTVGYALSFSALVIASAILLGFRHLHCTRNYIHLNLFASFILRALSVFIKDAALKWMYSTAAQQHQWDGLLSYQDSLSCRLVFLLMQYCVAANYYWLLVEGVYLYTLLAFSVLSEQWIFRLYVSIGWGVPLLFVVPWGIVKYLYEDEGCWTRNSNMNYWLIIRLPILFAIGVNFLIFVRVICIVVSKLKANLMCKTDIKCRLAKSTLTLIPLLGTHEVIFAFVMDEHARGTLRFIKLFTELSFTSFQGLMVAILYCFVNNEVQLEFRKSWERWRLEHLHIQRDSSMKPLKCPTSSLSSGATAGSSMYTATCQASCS
KB-V1 MDR tox – qHTS assay for MDR1-selective chemotherapeutics: Primary screen using the drug-selected MDR subline cells KB-V1 | KB-V1 MDR cells viability, CellTiter-Glo, 72 h | Potency, µM (titrated, usually from 46.1 µM), for the others: at the highest dose activity change, negative = cytotoxicity, usual class: cytotoxic | 3.4% of 400,000 active | AID 1347076, 2019; note: potency is the fitted concentration of half-maximal effect; % is set by controls: 0 for no effect and ±100 for the full control effect; nearly all actives have a fitted effect of over 60% in size
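Cells of the MDR subline KB-V1 are plated, dosed with compound at multiple concentrations, and incubated 72 h at 37 degrees C; CellTiter-Glo is then added and luminescence read after 10 min.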
IL-1B inflam inh – qHTS for Inhibitors of Inflammasome Signaling: IL-1-beta AlphaLISA Primary Screen. THP-1 LPS/ATP IL-1B secretion, AlphaLISA, 16 h; hits give low values. activity change, % at 57.5 µM. 4.7% of 360,000 active; in the data active = activity change below about -50%; inconclusive = mostly about -30% to -49%; note: % is set by controls: 0 for no effect and ±100 for the full control effect
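Secreted IL-1B measured by AlphaLISA bead assay after 16 h compound exposure of THP-1 cells; compounds (final up to 57.5 uM) added 1 h before LPS (250 ng/mL) and ATP (1.25 mM) stimulation; lower signal means less secretion.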
SW480 rereplic – A quantitative high throughput screen for small molecules that induce DNA re-replication in SW480 colon adenocarcinoma cells. SW480 DNA re-replication, Hoechst DNA content imaging, 48 h. Potency, µM (top dose mostly 46.1 µM), without a hit: at the highest dose re-replication activation, most hits filed as activators. 1.8% of 340,000 active; note: potency is the fitted concentration of half-maximal effect; % of control where 0% means no effect; nearly all actives have a fitted effect of over 55% in size
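Image-based DNA-content assay: after two days of treatment, nuclei were labelled with the DNA dye Hoechst and imaged, and hits were compounds raising the count of nuclei showing high fluorescence intensity.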
HT1080 IDH1KD tx – qHTS for induction of synthetic lethality in tumor cells producing 2HG: qHTS for the HT-1080-IDH1KD cell line | HT-1080 IDH1 knockdown viability, ATP luminescence, 48 h | Potency, µM (doses to about 46.1 µM), without a hit: top-dose activity, negative = toxicity, actives largely listed as cytotoxic | 2% of 360,000 active | AID 686971, 2013;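 note: potency is the fitted concentration of half-maximal effect; 0% = DMSO wells and -100% = cell-free medium wells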
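Cytotoxicity counter-line: IDH1KD HT-1080, 48 h, CellTiter-Glo. Curves classed by r2, magnitude and activity.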
KB-3-1 cytotox – qHTS assay for MDR1-selective chemotherapeutics: Primary screen using the parental adenocarcinoma cell KB-3-1 | KB-3-1 viability, CellTiter-Glo ATP luminescence, 72 h | Potency, µM (titrated, usually from 46.1 µM), inactives show at the highest dose activity change, negative = cytotoxic, actives largely listed as cytotoxic | 1.4% of 400,000 active; note: potency is the fitted concentration of half-maximal effect; % is set by controls: 0 for no effect and ±100 for the full control effect; nearly all actives have a fitted effect of over 60% in size
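Using CellTiter-Glo luminescence, growth of non-resistant KB-3-1 adenocarcinoma cells is assessed 72 h after pin-tool compound addition at 37 °C. Normalized responses across the concentration series yield fitted curves.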
D3 antag – qHTS of D3 Dopamine Receptor Antagonist: qHTS | D3R cells, DiscoveRx beta-arrestin luminescence, antagonist mode; hits give low values | D(3) dopamine receptor (Homo sapiens), P35462 | AID 652054, 2013 | 2.5% of 360,000 active | max response, negative = inhibition, %; in the data active = max response below about -50%; inconclusive = no clear call, values can overlap the other calls; note: % is set by controls: 0 for no effect and ±100 for the full control effect; mostly tested at two doses, the higher about 12 µM
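Cells expressing the human receptor were seeded at 1500 cells/well, incubated overnight at 37 degrees C in 5% CO2, then exposed to library compounds with dopamine controls for 90 minutes at 37 degrees C before luminescent detection.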
The depositor's hits bear a star; ? = inconclusive; . = no result given; & = joins results of further samples; [ ] = another dose, or the depositor's remark. Unless noted, calls come from the whole dose curve; as a rule, active = well fitted curve in the direction sought with a large enough effect; inconclusive = small, poorly fitted or top-dose-only effect, or another doubt; inactive = no such curve, though single readings can be large; an effect the other way counts as inactive or inconclusive.

Under each structure – HT1080-NT tox	DRD3 agonist	GLP-1R agonist	KB-V1 MDR tox	IL-1B inflam inh	SW480 rereplic	HT1080 IDH1KD tx	KB-3-1 cytotox	D3 antag
- Cc1cc(NC(=O)CCC(=O)N(CC(=O)NC2CCCC2)c2ccc(F)cc2)no1
  11%	-8	4%	-12%	8	-9%	8%	-3%	-21
- O=C1NC[C@H](CCCCN2CCN(Cc3ccccc3)C(=O)C2=O)N(Cc2ccccc2)C1=O
  21%	-13	-1%	0%	20	.	12%	8%	?
- Cc1ccc(CC(=O)NCC(O)c2ccccc2)cc1 (stereo not drawn)
  -2%	-6	3%	0%	-16	?	1%	-10%	-2
- CCCNC(=O)c1cccc(COc2ccccc2OC)c1
  3%	4	-3%	5%	1	?	-2%	1%	7
- Cc1ccc(/C=N/NC(=O)CNC(=O)c2ccc(S(=O)(=O)N3CCCC3)cc2)o1
  1%	-5	-7%	18%	-1	-3%	4%	4%	22
- CCN1C(=O)CC(N2CCN(c3ccc(Cl)cc3)CC2)C1=O (stereo not drawn)
  8%	1	13%	-1%	-18	-2%	11%	-2%	-29
- CN(CCC1CCOCC1)C(=O)CC1C(=O)NCCN1CC1CCCCC1 (stereo not drawn)
  7%	0	14%	4%	0	-11%	11%	-6%	10
- NS(=O)(=O)c1ccc(NCc2cc(Cl)ccc2OCc2ccc(F)cc2)cc1
  ?	-19	27%	?	-57*	23%	?	-7%	-21
- O=C(CSc1nc2ccccc2c(=O)n1-c1ccc(Cl)cc1)N/N=C/C=C/c1ccccc1[N+](=O)[O-]
  -2%	-10	14%	-5%	-9	?	-5%	-3%	11
- Cc1ccccc1OCC(O)CN1CCC(C)CC1 (stereo not drawn)
  -3%	-12	-8%	-18%	-8	-1%	-2%	-2%	-60*
- Cc1ccccc1NC(=O)C(Cc1ccccc1)n1cccc1 (stereo not drawn)
  3%	13	8%	?	-14	-4%	1%	3%	-6
- CCOC(=O)N1CCN(Cc2nc3c(c(=O)[nH]c(=O)n3C)n2Cc2cc(C)ccc2C)CC1
  0%[9.24 µM]	-6	-11%	-3%	-12	-1%	0%	3%	-11
- C[C@@H]1CCC[C@]2(O[C@@H](CCO)C[C@H](O)[C@H]2O)O1
  -9%	17	-2%	29%	18	?	0%	0%	-25
- COc1ccc(CNC(=O)Cn2ccc(NC(=O)OCc3ccccc3)nc2=O)cc1
  -6%	-4	6%	12%	-16	1%	8%	20%	3
- Cc1ccccc1C(=O)N1CCN(c2ccc([N+](=O)[O-])c(NCc3cccnc3)c2)CC1
  0%	9	0%	4.1µM*	-8	-1%	-2%	-16%	0
- COc1ccc2c(c1)C=CC1(O2)N(CCO)c2ccccc2C1(C)C (stereo not drawn)
  ?	-5	-9%	-2%	?	?	?	?	-20
- O=C(OCCN1C(=O)c2cccc3c(N4CCOCC4)ccc(c23)C1=O)c1ccccc1Cl
  -23%	23	2%	-1%	-6	?	?	?	-2
- S=C(NC1CCCC1)N1CCN(C/C=C/c2ccccc2)CC1
  ?	-4	15%	-12%	-66*	13%	-3%	?	15
- C=CCN(CC=C)c1ncnc2[nH]ncc12
  3%	3	-2%	18%	-6	0%	4%	4%	4
- CSCCC(NC(=O)c1ccc(Cl)cc1Cl)C(=O)NNC(=O)c1csc(N2CCOCC2)n1 (stereo not drawn)
  0%	-4	-14%	.	-2	9%	5%	.	-3
- O=c1c2sc3ccccc3c2n(Cc2cccc(C(F)(F)F)c2)c(=O)n1Cc1ccc(F)cc1
  .	-10	1%	-26%	.	.	.	-30%	.
- N#Cc1cc([N+](=O)[O-])ccc1NC(=O)CSc1n[nH]c(=O)[nH]c1=O
  5%	-1	1%	3%	23	-1%	6%	3%	-3
- O=C(C1CCC(Cn2c(=S)[nH]c3ccccc3c2=O)CC1)N1CCOCC1 (stereo not drawn)
  -2%	5	7%	23µM*	1	-7%	8%	?	28
- CCCCNC(=O)C1(C)CCCCN1C(=O)c1c(C)noc1C (stereo not drawn)
  5%	-5	-4%	5%	15	.	5%	0%	0
- O=c1cc(-c2ccc(O)cc2)oc2ccc(O)cc12
  -1%	-1	25%	-4%	-5	-2%	-17%	-24%	-9
- COc1ccc(C2C(C(=O)NCc3cccnc3)c3cc(OC)c(OC)cc3C(=O)N2C)cc1 (stereo not drawn)
  0%	-1	3%	16%	6	6%	12%	2%	-13
- Oc1ccc(C[C@H]2CNC(=S)N2CC2CCCN2C[C@H](Cc2ccc(O)cc2)N2C[C@H](Cc3ccccc3)N(CC3CCCCC3)C2=S)cc1 (stereo partly drawn)
  -25%	-41	-2%	0%	-72*	9%	-27%	0%	-64*
- CCc1nn(CCCC(=O)NC(C)c2ccccc2)c(=O)c2cc3occc3n12 (stereo not drawn)
  5%	2&4	16%	0%&-3%	-1	-22%	11%	3%&0%	2
- CC(=O)Nc1ccc(Oc2ccc([N+](=O)[O-])cc2Cl)cc1
  -21%	-8	11%	2%	-73*	-1%	-30%	5%	0
- Cc1ccc(Cn2c(CN3CC(C)OC(C)C3)nc3c2c(=O)[nH]c(=O)n3C)cc1 (stereo not drawn)
  7%	3	3%	5%	5	-4%	-8%	12%	-29

(further entries)
Under each structure – HT1080-NT tox	DRD3 agonist	GLP-1R agonist	KB-V1 MDR tox	IL-1B inflam inh	SW480 rereplic	HT1080 IDH1KD tx	KB-3-1 cytotox	D3 antag
- O=[N+]([O-])c1cc(Br)cc(/C=N/n2cnnc2)c1O
  -14%	-11	1%	-13%	-1	5%	-15%	-24%	?
- O=C(Nc1ccncc1)c1c(F)cccc1F
  -30%	-1	-18%	-2%	-67*	4%	?	9%	-8
- CCC1(C(=O)OC)NC(c2ccco2)C2C(=O)N(c3ccc(C)cc3)C(=O)C21 (stereo not drawn)
  7%	1	0%	16%	-9	11%	4%	-10%	16
- c1ccc(C2CCCN(Cc3nc(CC4CC4)no3)CC2)cc1 (stereo not drawn)
  -5%	-2	8%	-22%	-3	-1%	-12%	-4%	3
- O=C(CSc1nnc(-c2ccccc2)n1-c1ccc(Cl)cc1)NC1CCS(=O)(=O)C1 (stereo not drawn)
  -3%	-1	4%	19%	-2	0%	11%	6%	-23
- CCOc1ccc(C(=O)NCc2ccccc2OC)cc1
  2%	-3	1%	-20%	-12	-3%	1%	?	6
- COc1cc(OC)cc(C(=O)N2c3ccc(F)cc3CCC2C)c1 (stereo not drawn)
  0%	0	9%	-9%	-1	-1%	0%	-4%	2
- CCOC(=O)C1CCN(C(=O)COc2ccc([N+](=O)[O-])cc2)CC1
  2%	-1	-11%	-5%	-13	-2%	12%	10%	1
- CCc1nnc(NC(=O)CSc2nnc(CNc3ccc(F)cc3)n2C2CCCCC2)s1
  0%	-1	0%	?	-3	-6%	0%	1%	12
- COc1cc2c(cc1NC(=O)C(C)Sc1cccc[n+]1[O-])oc1ccccc12 (stereo not drawn)
  -27%	9	42%	-18%	-55*	0%	?	-5%	12
- O=C(NCc1ccco1)C(=O)c1cn(CC(=O)N2CCCC2)c2ccccc12
  19%	2	7%	-6%	0	1%	12%	-2%	-2
- OCCN1CCN(c2ncnc3c2ncn3[C@H]2CN(Cc3cccc(C(F)(F)F)c3)C[C@@H](CO)O2)CC1
  3%	-3	6%	3%	9	.	-3%	0%	8

Among those listed so far, 7 have an aryl methoxy group:
Under each structure – HT1080-NT tox	DRD3 agonist	GLP-1R agonist	KB-V1 MDR tox	IL-1B inflam inh	SW480 rereplic	HT1080 IDH1KD tx	KB-3-1 cytotox	D3 antag
- CCCNC(=O)c1cccc(COc2ccccc2OC)c1
  3%	4	-3%	5%	1	?	-2%	1%	7
- COc1ccc(CNC(=O)Cn2ccc(NC(=O)OCc3ccccc3)nc2=O)cc1
  -6%	-4	6%	12%	-16	1%	8%	20%	3
- COc1ccc2c(c1)C=CC1(O2)N(CCO)c2ccccc2C1(C)C (stereo not drawn)
  ?	-5	-9%	-2%	?	?	?	?	-20
- COc1ccc(C2C(C(=O)NCc3cccnc3)c3cc(OC)c(OC)cc3C(=O)N2C)cc1 (stereo not drawn)
  0%	-1	3%	16%	6	6%	12%	2%	-13
- CCOc1ccc(C(=O)NCc2ccccc2OC)cc1
  2%	-3	1%	-20%	-12	-3%	1%	?	6
- COc1cc(OC)cc(C(=O)N2c3ccc(F)cc3CCC2C)c1 (stereo not drawn)
  0%	0	9%	-9%	-1	-1%	0%	-4%	2
- COc1cc2c(cc1NC(=O)C(C)Sc1cccc[n+]1[O-])oc1ccccc12 (stereo not drawn)
  -27%	9	42%	-18%	-55*	0%	?	-5%	12
